Source: PubChem
Insulin prom inh: inhibitors of insulin promoter-driven GFP, primary screen, imaging, TRM-6 cells (human fetal islet line), eGFP reporter, cell count | AID 1273, 2008 | reporter expression induced with tamoxifen | 130,000 tested, 0.9% active | inhibition, % at 2 µM;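 active = inhibition above the mean plus 3 SD, with well images judged a real hit on visual review, cut at about 60% in these data, passing the limit was not always enough; inconclusive = inhibition over the cutoff but images rejected on review; inactive = inhibition not above the cutoff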
sdo1 growth: growth rescue of sdo1-depleted yeast, primary screen, S. cerevisiae, bone marrow failure model. S. cerevisiae sdo1-depleted JHY4D growth rescue, OD600 30 h; hits give high values; pdr5 snq2 efflux-pump mutant strain. AID 817, 2007. 140,000 tested, 0.21% active. z-score at 10 µM;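 active = z-score above 3 at both the 24 hr and the 30 hr optical density reads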;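 also: z-score against mean and SD of all compound wells on the same plate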
sdo1 growth Rescue 24 h: second read-out of sdo1 growth, no call of its own (marks repeat the call); z-score; S. cerevisiae sdo1-depleted JHY4D growth rescue, OD600; measured here: growth rescue at 24 h;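 0 is the plate mean of compound wells and units are plate SD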
The depositor's hits bear a star; ? = inconclusive; · = not tested or not shown; & = joins results of further samples. An excerpt (hit frequency here may not be typical).

SMILES	Insulin prom inh	sdo1 growth	sdo1 growth Rescue 24 h
CCCOc1ccc(N2CC(C(=O)NC(C)C)CC2=O)cc1 (stereo not drawn)	·	-0.15	-0.02
COC(C(=O)Nc1cccc(F)c1)c1ccccc1 (stereo not drawn)	·	0.14	-0.22
CCCCCCCCCC(=O)NNC(=O)c1c(O)c2ccccc2n(CC)c1=O	36	·	·
O=C(Oc1ccc(N(Cc2cccs2)C2=NS(=O)(=O)c3ccccc32)cc1)c1ccccc1Cl	?	0.03	-0.17
O=C(CSc1nc2nc3c(cc2c(=O)n1-c1ccccc1)CCCC3)Nc1ccccc1	6	-0.95	-0.25
CCCNC(=O)c1ccccc1NC(=O)COc1ccc(OC)cc1	·	0.07	0.04
CCCOc1cccc(NC(=O)OC2CCN(C)CC2)c1	8	0.59	0.42
COc1ccc(S(=O)(=O)N(c2onc(C)c2Cl)S(=O)(=O)c2ccc(OC)cc2)cc1	·	-0.25	-0.2
CCCCC[C@H](O)/C=C/[C@@H]1[C@@H](CCCCCCC(=O)O)[C@@H](O)C[C@H]1O	18	0.31	-0.67
CC(=O)Nc1ccc(S(=O)(=O)Nc2nc3ccccc3s2)cc1	-31	0.56	0.51
CC(=O)Nc1ccc(SCC(=O)OCC(=O)NC(=O)NCc2ccco2)cc1	·	0.37	-0.86
Cc1ccc(C(=O)CSc2ncnc3sc4c(c23)CCCC4)cc1	-100	0.39	2.9
O=C(CC(CC(=O)c1ccccc1)C(=O)O)c1ccccc1	-10	0.16	-0.69
Nc1c2c(nc3ccn(-c4ccccc4)c(=O)c13)CCCCC2	·	0.97	1
COc1ccc(S(=O)(=O)N2CCN(Cc3c[nH]c4ccccc34)CC2)cc1	0	0	-0.38
O=C(Nc1ncc(Cc2cc(Cl)ccc2Cl)s1)c1ccc([N+](=O)[O-])cc1	27	-1.1	1.1
O=C(c1cnc2ccc(Cl)cc2c1Cl)N1CCOCC1	0	·	·
CCn1c(SCC(=O)Nc2ccc(OC)c(OC)c2)nnc1-c1cccs1	-26	0.48	0.07
COc1ccccc1-c1c(C)nn2c(C)cc(C)nc12	14	0.17	0.14
CCSc1nc(CC)c2c(c1C#N)CCCC2	-39	0	-0.5
Cn1c(=O)[nH]c(=O)c2c1nc(N1CCCC1)n2CCCSc1nc2ccccc2o1	·	-0.63	-0.29
Cc1nc(/N=C(\N)Nc2ccccc2)nc2ccccc12	-9	-0.85	-1.1
Cc1nn(-c2ccccc2)c(N2CCCC2)c1/C=N/NC(=O)c1cc(-c2ccccc2)nc2ccccc12	·	-0.21	1.4
Cc1ccc(N2C(=O)CC(N3CCN(C4CCc5ccccc5C4)CC3)C2=O)cc1 (stereo not drawn)	·	0.49	1.2
COc1ccc(-n2c(C)cc(C(=O)CN3CCC(C)CC3)c2C)cc1	7	·	·

Structures listed so far containing two or more sulfur atoms (5):
SMILES	Insulin prom inh	sdo1 growth	sdo1 growth Rescue 24 h
O=C(Oc1ccc(N(Cc2cccs2)C2=NS(=O)(=O)c3ccccc32)cc1)c1ccccc1Cl	?	0.03	-0.17
COc1ccc(S(=O)(=O)N(c2onc(C)c2Cl)S(=O)(=O)c2ccc(OC)cc2)cc1	·	-0.25	-0.2
CC(=O)Nc1ccc(S(=O)(=O)Nc2nc3ccccc3s2)cc1	-31	0.56	0.51
Cc1ccc(C(=O)CSc2ncnc3sc4c(c23)CCCC4)cc1	-100	0.39	2.9
CCn1c(SCC(=O)Nc2ccc(OC)c(OC)c2)nnc1-c1cccs1	-26	0.48	0.07

(more compounds)
SMILES	Insulin prom inh	sdo1 growth	sdo1 growth Rescue 24 h
Cn1c(=O)n(C)c2cc(C(=O)c3ccccc3)ccc21	·	-0.23	-0.2
CC(C)(C)n1nnnc1C(c1cccnc1)N(Cc1ccccc1)Cc1cccs1 (stereo not drawn)	-46	-0.72	-0.89
CCOC(=O)c1c(-c2ccc(C)cc2)csc1NC(=O)c1ccc(N2C(=O)CCC2=O)cc1	19	-0.17	0.97
O=S(=O)(c1cccc(C(F)(F)F)c1)N1CCC(O)(c2cccnc2)CC1	-8	0.17	-0.25
CC(=O)N(CN1C(=O)c2ccccc2C1=O)c1cccc(C)c1	·	0.66	0.05
C/C(=N/Oc1nc(C)cc(C)n1)c1ccc(F)cc1	-34	0.43&1.1	-0.05&0.87
CN1CCCN(C(=O)c2cc(=O)[nH]c3ccccc23)c2nc3ccccc3nc21	-16	-0.72	-0.51
CN1CCN(C2=C(Cl)C(=O)N(c3ccc(Cl)c(Cl)c3)C2=O)CC1	·	0.82	0.2
CC(=O)C1=C(O)C(=O)N(Cc2ccccc2)C1c1ccccc1F (stereo not drawn)	36	0.37	-0.23
Cn1c(=O)cc(OCCCC(=O)NCc2cccnc2)c2ccccc21	14	·	·
Cc1ccccc1Cn1cc(NC(=O)COc2ccccc2)cn1	-20	-0.21	-0.59
COc1ccc(CN2C(=O)c3c(c(C)n(C)c3C)C2C(=O)NC2CCC(C)CC2)cc1 (stereo not drawn)	15	·	·
Cc1cccc(Nc2nnc(SCC(=O)NC(=O)Nc3ccc4c(c3)OCCO4)s2)c1	-19	-0.7	0.05
CC(C)c1nc(=S)n(-c2ccccc2)[nH]1	38	-0.55	-1.4
CN(C)C(=O)COc1ncnc2scc(-c3ccc(F)cc3)c12	33	·	·
CCOC(=O)C(Oc1ccc2c(-c3ccc(OC)cc3)cc(=O)oc2c1C)c1ccccc1 (stereo not drawn)	4	-0.07	-0.29
COc1cc(-c2cc(-c3ccc(O)cc3)nc(N)c2C#N)ccc1O	-49	·	·
O=C(CSc1nc2ccc(Cl)cc2[nH]1)NCCc1ccccc1	7	-0.49	-0.68
O=C(NCC1CCN(c2ccc(S(=O)(=O)N3CCOCC3)cc2)CC1)c1cccc(Cl)c1	12	-0.62	-0.48
CCc1ccc2oc(-c3cc(N)cc(C)c3O)nc2c1	-182	-1.6	-0.87
CN(Cc1cccnc1)C(=O)CC1C(=O)NCCN1Cc1ccc(-c2ccccc2)cc1 (stereo not drawn)	-100	·	·
CCn1c(=NC(=O)CSC(C)=O)sc2ccccc21	-46	1.2	1.5
O=C1C(=O)N(Cc2cccc([N+](=O)[O-])c2)c2ccccc21	-25	-0.03	-0.11
COc1ccccc1/C=N/NC(=O)CSc1cc(C)nc2ccccc12	41	·	·
O=C(NCc1ccc(-c2nc3ccccc3s2)cc1)c1cc2ccccc2o1	·	0.03	0.67
Later entries
SMILES	Insulin prom inh	sdo1 growth	sdo1 growth Rescue 24 h
Nc1ccc(C(=O)Nc2ccccc2C(=O)O)cc1	-10	0.29	0.31
O=C(COc1cccc2c1CCN(Cc1ccccc1)C2=O)N1CCCCC1	-83	·	·
NC(=O)CN1CCOCCOCCN(CC(N)=O)CCOCC1	36	0.62	0.31
COc1ccc(CNC(=O)CCn2cccc2)cc1	4	0.37	0.36
CN(CC(O)CON=C1c2ccccc2-c2ccccc21)S(=O)(=O)c1ccc(Br)cc1 (stereo not drawn)	·	-0.07	0.29
Cc1csc(NC(=O)c2cc3c(s2)CCCC3)n1	-76	-1.1	0.37
CN(C)/N=C/c1cn(-c2ccccc2)nc1-c1cccnc1	-14	·	·
O=C(NNC(=O)c1cccc(Br)c1)C(=O)N1CCCCC1	-7	-0.14	-0.15
CCOc1ccc(CCNC(=O)C(CC)n2nc(C)n3c(cc4sccc43)c2=O)cc1OCC (stereo not drawn)	·	-0.95	-1.5
CCC(C)n1c(SCC(=O)/C(C#N)=C(\C)N)nc2ccccc2c1=O (stereo not drawn)	6	-0.63	-1
COc1ccc(-n2c3c(cc(C(=O)NNc4ccccc4C)c2=O)C(=O)CC(C)(C)C3)cc1	-50	·	·
O=C(NCCc1ccccc1)C1CCCN1S(=O)(=O)c1ccc(F)cc1 (stereo not drawn)	-412	·	·
O=c1nc(/C=C/c2cccn2-c2ccc([N+](=O)[O-])cc2)cc(C(F)(F)F)[nH]1	20	·	·
CN1C(=O)N(C)C2CC1N(C)C(=O)N2C	-26	0.05	-0.74
Cc1ccc(OCCn2c(C)c(/C=N/n3cnnc3)c3ccccc32)cc1	·	-0.22	2.1
CCOC(=O)c1c(-c2ccc(OC)cc2)nc2nonc2c1N	40	1	0.94
CCCS(=O)(=O)N1CCC(Cc2ccc(OC)cc2)(C(=O)OCC)CC1	9	·	·
Cn1ccnc1SCC(=O)Nc1cc(C(F)(F)F)ccc1N1CCOCC1	-17	0.01	-0.4
O=C(Oc1ccc2c(=O)c(Oc3ccc4ccccc4c3)coc2c1)c1cccnc1	4	0.82	1.1
CCOC(=O)C1(O)CC(C)=NN1C(=O)c1cccc(Cl)c1 (stereo not drawn)	-27	1.1	0.11
CC(=O)N1CCCc2cc(S(=O)(=O)CCC(=O)N3CCN(c4ccccc4)CC3)ccc21	·	0.9	1.1
O=C(Oc1ccc2ccc(OC(=O)N3CCOCC3)cc2c1)N1CCOCC1	5	-0.4	-1
COCCNC(=O)c1nc2ccccc2s1	·	0.6	-0.07
C/C(=C\C(=O)N1CCc2ccccc21)C(=O)O	·	0.33	-0.92
Cc1ccc(NS(=O)(=O)c2cc(C(=O)OCC(=O)NCC3CCCO3)ccc2C)cc1 (stereo not drawn)	40	·	·

Limited to Insulin prom inh and sdo1 growth (5 entries from above):
SMILES | Insulin prom inh | sdo1 growth
NC(=O)CN1CCOCCOCCN(CC(N)=O)CCOCC1 | 36 | 0.62
COc1ccc(CNC(=O)CCn2cccc2)cc1 | 4 | 0.37
CN(CC(O)CON=C1c2ccccc2-c2ccccc21)S(=O)(=O)c1ccc(Br)cc1 (stereo not drawn) | · | -0.07
Cc1csc(NC(=O)c2cc3c(s2)CCCC3)n1 | -76 | -1.1
CN(C)/N=C/c1cn(-c2ccccc2)nc1-c1cccnc1 | -14 | ·

(listing goes on)
SMILES	Insulin prom inh	sdo1 growth	sdo1 growth Rescue 24 h
CC(Oc1ccc(F)cc1)C(O)CCN(C)C (stereo not drawn)	-33	·	·
CCC(C)c1ccc(O)c(N)c1 (stereo not drawn)	·	0.75	0.56
COc1ccc(OC)c(C(c2nnnn2C(C)(C)C)N2CCc3ccccc3C2)c1 (stereo not drawn)	·	-1.2	-0.18
CC(C)C(c1nnnn1Cc1ccccc1)N(CCCO)Cc1cc2cc3c(cc2[nH]c1=O)OCO3 (stereo not drawn)	·	0.9	0.33
c1ccc(C2=NNC(=NCc3ccc4c(c3)OCO4)SC2)cc1	·	-0.05	-0.19
Cc1cc(NC(=O)COC(=O)C(Cc2ccccc2)NC(=O)c2ccco2)no1 (stereo not drawn)	13	1	0.9
CCNC(=O)c1ccc(N(C)S(=O)(=O)c2cccs2)cc1	0	·	·
O=C(O)CCc1ccc(-c2ccccc2)o1	-41	-0.55	-1.1
NC(=O)C1CCCN(C(=O)c2ccc(Cl)cc2)C1 (stereo not drawn)	50	1.4	1.4
Cc1nn(C)c(C)c1NS(=O)(=O)c1ccccc1	·	-0.65	-0.25
COc1ccc2c(c1)c1c3n2CCN(C)C3=NCC1	·	0.83	1.2
CC(=O)CSc1nc2cc3c(cc2cc1C#N)OCCO3	-346	·	·
CC(C)(C)NC(=O)COc1ccc(-c2ccccc2)cc1	·	-0.55	-0.48
Cc1ccc(SCC(=O)NCC2CCCO2)cc1 (stereo not drawn)	-47	·	·
CCN(CC)S(=O)(=O)c1cccc(C(=O)NCC(c2ccccc2)N(C)C)c1 (stereo not drawn)	-22	·	·
Nc1ccccc1NC(=O)c1ccccc1	64	1.2	2
COC(=O)C(Cc1ccc(OC(=O)c2ccccc2Cl)cc1)N1Cc2ccccc2C1=O (stereo not drawn)	24	-0.21	0.55
Cc1cc(C)cc(N(CC(=O)Nc2ccccc2-c2ccccc2)S(=O)(=O)c2ccccc2)c1	-100	-0.04	1.4
COC(=O)c1cc2nc(-c3ccc(C)cc3)cc(C(F)(F)F)n2n1	14	·	·
O=C(NCC(=O)N(Cc1ccccc1)C(C(=O)NCC1CCCO1)c1ccccc1)c1cccs1 (stereo not drawn)	16	-0.04	0.01
Cc1nc2ccc(NC(=O)NCc3ccco3)cc2s1	-31	1.1	0.17
CCn1c(=O)n(CCc2ccccc2)c(=O)c2c3c(sc21)CCCC3	37	-0.88	-0.66
Cc1ccc(C(=O)CSc2n[nH]c(C)n2)cc1	·	0.23	-0.19
COc1ccc(C(=O)C[n+]2cccc(C)c2)cc1	-124	-0.41	-0.77
COc1ccccc1NC(=S)NC(=O)CC(C)C	-63	-2.1	-1.8
The listing continues.
SMILES	Insulin prom inh	sdo1 growth	sdo1 growth Rescue 24 h
O=C(c1ccco1)N1CCN(c2nc(C3CC3)nc3sc4c(c23)CCCC4)CC1	-90	-1.8	-1.8
COc1ccccc1/C=C1/SC(=O)N(CCC(=O)Nc2ccc(S(=O)(=O)Nc3nccs3)cc2)C1=O	28	0.55	-0.07
O=C(CSc1ccc(-c2ccco2)nn1)c1ccc(F)cc1	26	0.28	-0.09
O=C(Cn1cnc2c(nnn2Cc2ccccc2)c1=O)c1ccccc1	·	-0.24	-0.31
Cc1cc(/C=C2\NC(=O)N(Cc3ccc(Cl)cc3)C2=O)c(C)n1C	55	-1.2	-0.52
CN(C)CCNC(=O)c1cc2c(=O)n(C)c3ccccc3c2n1C	·	0.45	0.67
Cc1cc(/C=N/NC(=O)c2ccncc2)c(C)n1-c1ccccc1	14	1.7	0.7
COc1ccc(CC(=O)N2N=C(C)CC2(O)C(F)(F)F)cc1 (stereo not drawn)	·	1	0.86
O=C(NCc1ccccc1)c1cc2ccccc2o1	71	-0.18	0.08
O=C(Nc1ccc(Cl)cc1C(F)(F)F)C(Sc1cccc[n+]1[O-])c1ccccc1 (stereo not drawn)	-29	·	·

Two compounds picked at random from the list so far, as already listed:
SMILES	Insulin prom inh	sdo1 growth	sdo1 growth Rescue 24 h
O=C(NNC(=O)c1cccc(Br)c1)C(=O)N1CCCCC1	-7	-0.14	-0.15
Cc1ccccc1Cn1cc(NC(=O)COc2ccccc2)cn1	-20	-0.21	-0.59
